# Lmaj promast: Leishmania major promastigote growth inhibition, primary screen | actives 9% (n = 200,000) | AID 1063, 2008 | inhibition, % at 10 µM | Leishmania major promastigotes, resazurin fluorescence viability; in the data active = inhibition above about 50%;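 note: promastigotes grown with compound for 44 hours at 28 °C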
# FLuc act counter: FLuc activators, initial screening, artefact control for FLuc-dependent activation tests, biochemical, ATPlite luminescence; Luciferin 4-monooxygenase (Photinus pyralis), P08659; ATPlite luciferase biochemical, 10 min; 0 = ATP-free wells, 1 = DMSO control; activation factor at 10 µM; 200,000 tested, under 10 active;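 active = luciferase activation factor, scaled between plate controls, of at least 2 with compound at 10 µM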
# Target sequence (P08659 whole entry, looked up): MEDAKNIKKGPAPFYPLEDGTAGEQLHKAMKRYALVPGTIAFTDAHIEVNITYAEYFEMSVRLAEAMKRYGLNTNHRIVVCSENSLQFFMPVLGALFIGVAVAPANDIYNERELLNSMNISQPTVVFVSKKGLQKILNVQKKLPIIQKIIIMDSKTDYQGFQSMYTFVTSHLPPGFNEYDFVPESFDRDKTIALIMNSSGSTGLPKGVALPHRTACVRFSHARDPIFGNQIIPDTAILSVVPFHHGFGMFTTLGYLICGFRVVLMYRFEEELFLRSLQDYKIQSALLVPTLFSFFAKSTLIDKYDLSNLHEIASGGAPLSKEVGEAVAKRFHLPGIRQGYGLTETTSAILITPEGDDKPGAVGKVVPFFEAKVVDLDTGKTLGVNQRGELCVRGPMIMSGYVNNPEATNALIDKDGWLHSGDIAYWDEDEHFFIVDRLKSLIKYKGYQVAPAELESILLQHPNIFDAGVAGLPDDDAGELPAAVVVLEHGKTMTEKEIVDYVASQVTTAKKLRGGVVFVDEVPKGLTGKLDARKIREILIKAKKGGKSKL
#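 Assay system: Luciferase/luciferin reagent mix; Medium: PBS as buffer for the ATP substrate; Dosing: test compounds dosed from 2 mM stocks in 100% DMSO; Times: 10 min, room temperature; Signal: luminescence from luciferase reaction; Read-out: luciferase activation; Controls: No-ATP low control, compound-free enzyme-plus-ATP high control.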
# bIAP inhibitor: bovine intestinal alkaline phosphatase inhibitors, primary screen, selectivity assay for TNAP inhibitor project, biochemical, bovine IAP, CDP-star luminescence; purified bovine IAP, 30 min; inhibition, % at 20 µM; 190,000 tested, under 10 active;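 active = over 50% inhibition of intestinal alkaline phosphatase at 20 µM in the single-dose screen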
#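 System: purified bovine intestinal alkaline phosphatase (IAP) enzyme; Input: IAP diluted 1/65,000,000 in the well; Measured by: CDP-star luminescence signal; Compound dosing: 20 µM single dose; Incubation: 30 min reaction at room temperature.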
# TNAP inh hiacc: human TNAP enzyme inhibitors, primary screen, biochemical, luminescent, high phosphate acceptor level, uHTS; Alkaline phosphatase, tissue-nonspecific isozyme (Homo sapiens), P05186; purified TNAP, CDP-star luminescence, 1 M DEA; inhibition, % at 20 µM; actives 0.03% (n = 200,000); AID 1135, 2008;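 active = over 50% inhibition of tissue-nonspecific alkaline phosphatase at 20 µM in the single-dose screen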;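 note: plate controls were DMSO wells for no effect and EDTA-quenched wells as full inhibition for full effect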
# Target sequence (P05186 whole entry, looked up): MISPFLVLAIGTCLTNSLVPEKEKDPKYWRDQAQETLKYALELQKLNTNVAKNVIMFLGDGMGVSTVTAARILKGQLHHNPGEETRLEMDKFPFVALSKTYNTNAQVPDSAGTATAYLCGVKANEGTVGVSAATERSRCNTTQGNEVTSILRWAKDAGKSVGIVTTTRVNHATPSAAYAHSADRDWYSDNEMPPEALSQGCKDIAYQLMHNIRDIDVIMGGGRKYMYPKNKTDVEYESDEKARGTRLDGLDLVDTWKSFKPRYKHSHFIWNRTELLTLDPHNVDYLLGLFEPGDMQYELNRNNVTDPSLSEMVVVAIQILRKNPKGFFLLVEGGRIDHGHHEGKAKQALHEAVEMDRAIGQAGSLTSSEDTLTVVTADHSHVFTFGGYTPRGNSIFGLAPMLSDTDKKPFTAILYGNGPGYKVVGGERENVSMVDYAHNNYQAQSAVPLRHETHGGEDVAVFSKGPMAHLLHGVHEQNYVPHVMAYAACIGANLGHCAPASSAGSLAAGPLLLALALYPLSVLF
# TNAP inh no acc: human TNAP enzyme inhibitors, primary screen, biochemical, luminescent, no phosphate acceptor, uHTS; Alkaline phosphatase, tissue-nonspecific isozyme (Homo sapiens), P05186; purified TNAP, CDP-star luminescence, 30 min; inhibition, % at 20 µM; actives 0.26% (n = 200,000);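 active = tissue-nonspecific alkaline phosphatase inhibition above about 50% at 20 µM in the single-dose screen, limit read from the data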;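 note: 0% = DMSO negative control and 100% = EDTA positive control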
# APP 5UTR inh: inhibitors of APP translation via 5'UTR reporter, primary screen, APP 5'UTR luciferase, SH-SY5Y cells. SH-SY5Y APP 5'UTR-luciferase reporter, luminescence. inhibition, % at 2 µM. actives 0.82% (n = 190,000). AID 1285, 2008;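 active = inhibition above a set limit, derived from the sample mean plus 3 SD, cut at about 45% in these data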; note: values of inactives mirror those of a sister screen read the other way
# FLuc inh counter: firefly luciferase enzyme inhibitors, primary screen, artefact control for luciferase-based inhibitor screens, biochemical, luminescence, ATPLite; Luciferin 4-monooxygenase (Photinus pyralis), P08659; 10 min; inhibition, % at 10 µM; actives 1.5% (n = 200,000); AID 1006, 2008;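 active = inhibition above about 50% when tested at 10 µM, limit read from the data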
# bIAP activator: bovine intestinal alkaline phosphatase activators, primary screen, biochemical, bovine IAP, CDP-star luminescence. alkaline phosphatase, intestinal [Bos taurus]. purified bovine IAP, 30 min; active compounds read high; fold of DMSO-control signal, blank-subtracted. activation factor at 20 µM. actives 0.17% (n = 200,000). AID 1016, 2008;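 active = activation factor of 2 or more at 20 µM, a signal rise over negative controls twice the positive control's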
# RAM network inh: inhibitors of the yeast RAM network, primary screen, dse1pr::URA3 reporter, 5-FOA selection; AID 868, 2007; actives 1.8% (n = 190,000); inhibition, % at 50 µM; S. cerevisiae dse1pr::URA3 reporter, 5-FOA growth OD615, 2 d; analog-sensitive cbk1-as2 kinase mutant strain;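 active = inhibition above a set limit, 3 SD over mean compound inhibition, cut at about 8.4% in these data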;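 note: 0% = DMSO-only wells with no growth and 100% = 10 µM 1-NA-PP1 full growth; inhibition rescues growth on 5-FOA so higher OD means more RAM inhibition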
# TNAP act hiacc: TNAP activators at high phosphate acceptor level, primary screen, biochemical, luminescence, uHTS | activation factor at 20 µM | 200,000 tested, under 10 active | Alkaline phosphatase, tissue-nonspecific isozyme (Homo sapiens), P05186 | purified TNAP, CDP-star luminescence, 1 M DEA, 30 min; active compounds read high; 0 = EDTA background, 1 = DMSO-only activity;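 active = activation factor at least 2 at 20 µM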
#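 system = human TNAP | amount = enzyme diluted 1/800 final | reagent = 100 µM CDP-star substrate | signal = luminescent substrate turnover signal | dosing = one dose, 20 µM | benchmarks = EDTA negative control, DMSO positive control | measure = activation factor | timing = 30 min reaction, room temperature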
# Starred values were filed as active, the others as inactive; · = not tested or not shown.
1. O=C(CCN1C(=O)C2CC=C(Cl)CC2C1=O)NCc1ccccc1 (stereo not given)
2. Cc1ccc(CNC(=O)COc2ccc3c(c2)CCC3)cc1
3. O=C(CN1CCN(c2ccc(O)cc2)CC1)Nc1cc(S(=O)(=O)N2CCCC2)ccc1Cl
4. O=C(COc1c(Br)cc(Br)c2cccnc12)N1CCc2ccccc2C1
5. CCOc1ccc(C(=O)O)cn1
6. Cc1ccc(NC(=O)COC(=O)[C@H](C)N2C(=O)C3CC=CCC3C2=O)cc1S(=O)(=O)N(C)C (stereo not given in full)
assay / compound	1	2	3	4	5	6
Lmaj promast	-10	-2	42	-4	-8	4
FLuc act counter	1	1	1	1	1.1	1
bIAP inhibitor	-2	29	-9	22	-4	7
TNAP inh hiacc	-2	-4	-8	-4	-2	-6
TNAP inh no acc	-2	-9	-3	2	-15	-11
APP 5UTR inh	-7	13	14	-11	4	-15
FLuc inh counter	-4	-1	-5	0	-10	-4
bIAP activator	1	0.7	1.1	0.8	1	0.9
RAM network inh	-0.2	2.2	0.2	0.9	0.4	0.4
TNAP act hiacc	1	1	1.1	1	1	1.1

7. Nc1c(C(=O)Nc2ccccc2)sc2nc3c(c(-c4ccco4)c12)CCCC3
8. Cn1c(=O)[nH]c(=O)c2c1nc(CN1CCN(Cc3ccccc3)CC1)n2CC(N)=O
9. CCOc1ccc2cc(C(=O)c3ccccc3)c(=O)oc2c1
10. Brc1ccc2c(c1)OCCOCCOc1cc(Br)ccc1OCCOCCOCCO2
11. Cn1c(=O)c2cc(S(=O)(=O)NCCC(=O)NC3CCCCCC3)ccc2n(C)c1=O
12. CC(C)N=C(Nc1ccccc1)c1cccnc1
assay / compound	7	8	9	10	11	12
Lmaj promast	-1	29	45	101*	-4	-4
FLuc act counter	1.1	1.1	1	1.1	1.1	1
bIAP inhibitor	-6	11	-2	5	7	-5
TNAP inh hiacc	-4	-3	0	-4	0	-5
TNAP inh no acc	-11	-10	-7	-14	-6	-12
APP 5UTR inh	-19	-7	-39	9	9	-3
FLuc inh counter	-6	-6	2	-6	-8	-3
bIAP activator	1.1	0.9	1	0.9	0.9	1
RAM network inh	3.2	1.0	2.3	6.2	0.3	1.5
TNAP act hiacc	1	1	1	1	1	1

13. CCC1SC2=NC(C)=C(C(=O)OC)C(c3cccs3)N2C1=O (stereo not given)
14. CC(C)Oc1cccc(-c2cc(C(=O)NC(=S)N(C)c3ccccc3C(=O)O)c3ccccc3n2)c1
15. COc1ccc(C(C)=O)cc1CN1C(=O)NC2(CCCC2)C1=O
16. COCCn1c(SCC(=O)Nc2ccc(S(=O)(=O)N(C)C)cc2)nc2ccccc21
17. Cc1occc1-c1nnc(SCC(=O)NC(=O)NC(C)C)n1N
18. CCOC(=O)C1CCN(C(C(=O)NC2CCCC2)c2ccc(C)cc2)CC1 (stereo not given)
assay / compound	13	14	15	16	17	18
Lmaj promast	0	37	-4	20	-3	8
FLuc act counter	1	0.4	1.1	1	1	1
bIAP inhibitor	0	10	2	34	-5	-2
TNAP inh hiacc	-4	-2	-5	7	-4	-6
TNAP inh no acc	-7	-7	-8	-3	-21	10
APP 5UTR inh	-11	-2	3	5	7	-11
FLuc inh counter	-4	64*	-11	3	2	2
bIAP activator	1	0.9	1	0.7	1	1
RAM network inh	0.6	-0.7	0.8	1.2	-0.7	-0.6
TNAP act hiacc	1	1	1.1	0.9	1	1.1

19. CCOC(=O)c1c(C)c2c(n1C)CCC/C2=N\O
20. COC(=O)c1ccc(COn2nnc3ccccc32)cc1
21. COc1ccc(NC(=O)C(NC(=O)c2ccc(=O)[nH]c2)c2ccccc2)cc1 (stereo not given)
22. Cc1ccc(NC(=O)CCC(=O)NNC(=O)COc2ccccc2)cc1C
23. O=C(Nc1nc(-c2ccccc2)cs1)C1CCCN(S(=O)(=O)c2cccc([N+](=O)[O-])c2)C1 (stereo not given)
24. O=C1Nc2ccccc2N=C(c2ccccc2)C1N1CCOCC1 (stereo not given)
assay / compound	19	20	21	22	23	24
Lmaj promast	-2	7	-5	-7	93*	0
FLuc act counter	1	0.9	1	1	1	1.1
bIAP inhibitor	11	7	-32	16	12	-19
TNAP inh hiacc	-1	-4	-3	0	-6	-4
TNAP inh no acc	3	1	13	-11	-8	-2
APP 5UTR inh	-18	-200	-5	-26	-10	0
FLuc inh counter	-4	10	-5	0	-3	-6
bIAP activator	0.9	0.9	1.3	0.8	0.9	1.2
RAM network inh	-0.9	-0.5	1.8	2.7	3.4	1.5
TNAP act hiacc	1	1	1	1	1.1	1

25. O=C(Nc1cc(F)cc(F)c1)c1sc(Cl)nc1-c1ccccc1
26. CCc1cc[n+](-c2nc3ccccc3nc2[N-]S(=O)(=O)c2ccc(Br)s2)cc1
27. COc1ccc(NC(=O)C2CCN(S(C)(=O)=O)CC2)cc1Cl
28. CCCc1cc(=O)[nH]c(SCC(=O)Nc2nc3ccc(OCC)cc3s2)n1
29. Cn1nc(-c2ccccc2)c(COC(=O)c2cccc(Cl)c2)c1S(=O)(=O)c1ccccc1
30. O=C(N/C(=C\c1ccc([N+](=O)[O-])cc1)C(=O)N1CCOCC1)c1ccccc1
assay / compound	25	26	27	28	29	30
Lmaj promast	-4	2	0	-9	9	-6
FLuc act counter	1	1	1	1	1	1
bIAP inhibitor	5	11	-4	7	12	-1
TNAP inh hiacc	-4	0	4	-2	-4	2
TNAP inh no acc	-23	-4	9	-10	-17	1
APP 5UTR inh	8	-6	10	-13	1	1
FLuc inh counter	-5	3	-4	-4	0	-3
bIAP activator	1	0.9	1	0.9	0.9	1
RAM network inh	5.4	0.5	0.3	4.5	2.5	0.0
TNAP act hiacc	1	1	1	1	1	1

31. CCOC(=O)c1c(NC(C)=O)sc2c1CCCNC2=O
32. C=C(C)CSc1nc(N)cc(=O)[nH]1
33. C=CCSc1nc(C)c(CC(=O)OCC(C)C)c(=O)[nH]1
34. Cc1ccc2cc3c(N)c(C(=O)N4CCOCC4)sc3nc2c1
35. CCN(CC)CC(=O)Nc1ccc([N+](=O)[O-])cc1
36. COc1ccccc1NS(=O)(=O)c1cc(NC(C)=O)ccc1N1CCCCC1
assay / compound	31	32	33	34	35	36
Lmaj promast	-3	-4	-3	-9	2	43
FLuc act counter	1	1.1	1.1	0.6	1.1	1.1
bIAP inhibitor	1	9	-1	4	6	-11
TNAP inh hiacc	-4	-4	-7	-7	8	-6
TNAP inh no acc	-11	-9	16	-14	-6	-15
APP 5UTR inh	6	8	-24	-178	-14	-6
FLuc inh counter	-2	-5	-7	37	-9	-8
bIAP activator	1	0.9	1	1	0.9	1.1
RAM network inh	1.7	2.1	-0.1	7.9	0.8	1.7
TNAP act hiacc	1	1	1.1	1.1	0.9	1.1

# Arranged by the number under TNAP inh no acc (low to high): three of the compounds above
entry	smiles	bIAP inhibitor	TNAP inh hiacc	TNAP inh no acc	APP 5UTR inh	bIAP activator	RAM network inh	TNAP act hiacc
34	Cc1ccc2cc3c(N)c(C(=O)N4CCOCC4)sc3nc2c1	4	-7	-14	-178	1	7.9	1.1
32	C=C(C)CSc1nc(N)cc(=O)[nH]1	9	-4	-9	8	0.9	2.1	1
33	C=CCSc1nc(C)c(CC(=O)OCC(C)C)c(=O)[nH]1	-1	-7	16	-24	1	-0.1	1.1

# Continuation.
37. O=C(NCC1CCCO1)/C(=C/c1ccc(Cl)cc1)NC(=O)c1ccccc1 (stereo not given)
38. N#CCCN(Cc1cccnc1)C(=S)NC(=O)C1CC1
39. Cc1ccc(CNC(=O)C2CC(=O)OC23CCCC3)c(C)c1 (stereo not given)
40. CC1=C(C(=O)Nc2ccccc2)C(c2coc3ccccc3c2=O)C2=C(CCCC2=O)N1 (stereo not given)
41. O=C(CC(NC(=O)c1ccccc1Cl)c1ccccc1)NCCc1ccc(Cl)cc1 (stereo not given)
42. CCOC(=O)N1CCN(C(=O)CSc2nc3ccccc3c(=O)n2-c2ccccc2)CC1
assay / compound	37	38	39	40	41	42
Lmaj promast	-3	-1	-2	-1	-3	-3
FLuc act counter	1.1	1.1	1	1	1	1
bIAP inhibitor	1	-2	6	8	·	-13
TNAP inh hiacc	-4	-2	-2	-3	-7	-5
TNAP inh no acc	-3	-3	-8	-9	-36	-16
APP 5UTR inh	9	-4	-15	-33	-13	21
FLuc inh counter	-6	-5	-2	-4	-4	-3
bIAP activator	1	1	0.9	0.9	0.5	1.1
RAM network inh	2.0	0.4	3.8	0.0	1.8	0.2
TNAP act hiacc	1	1	1	1	1.1	1

43. CCOc1ccc(N2C(=O)C3Sc4[nH]c(=O)sc4C(/C=C/c4ccccc4)C3C2=O)cc1 (stereo not given)
44. CC(=O)Nc1ccc(S(=O)(=O)Nn2cnnc2)cc1
45. COCCn1c(=O)[nH]c(=O)c2c(C(F)(F)F)cc(-c3cccs3)nc21
46. CC(C)(C)c1ccc(C(=O)NCC(=O)OCC(=O)Nc2ccc3c(c2)OCCO3)cc1
47. CCC(=O)N1CCc2cc(Br)cc(S(=O)(=O)CCC(=O)N(CC)CC)c21
48. O=C(COC(=O)C1CCN(S(=O)(=O)c2cccc3cccnc23)CC1)c1ccc([N+](=O)[O-])cc1
assay / compound	43	44	45	46	47	48
Lmaj promast	-3	-8	27	50	-7	-5
FLuc act counter	1.1	1.1	1	0.6	1	1.1
bIAP inhibitor	-5	-19	16	-40	7	10
TNAP inh hiacc	10	-5	3	1	0	1
TNAP inh no acc	4	2	-2	-10	-5	-12
APP 5UTR inh	-15	-1	1	11	1	-6
FLuc inh counter	-8	-10	-4	38	-4	-6
bIAP activator	1.1	1.2	0.8	1.4	0.9	0.9
RAM network inh	4.8	1.1	1.7	4.5	1.2	1.5
TNAP act hiacc	0.9	1.1	1	1	1	1

49. Cc1nnc(SCC(=O)c2cc(C)n(-c3c(C)n(C)n(-c4ccccc4)c3=O)c2C)s1
50. CCCN1CCc2[nH]c(=S)[nH]c(=O)c2C1
51. CCOC(=O)C1=C(CSc2nccn2C)NC(=O)NC1c1ccc2c(c1)OCO2 (stereo not given)
52. COC(CNC(=O)Cc1c(C)nc2c(-c3ccccc3)c(C)nn2c1C)OC
assay / compound	49	50	51	52
Lmaj promast	-9	-4	-1	-4
FLuc act counter	1	1	1.1	1.1
bIAP inhibitor	-12	2	9	-4
TNAP inh hiacc	-5	-2	-6	-5
TNAP inh no acc	-7	-9	-2	-15
APP 5UTR inh	1	24	-1	-19
FLuc inh counter	-5	-1	-9	-8
bIAP activator	1.1	1	0.9	1
RAM network inh	0.7	1.2	0.3	0.3
TNAP act hiacc	1	1	1.1	1.1

# Source: PubChem (several laboratories)
